Screens as filed in PubChem.
GBA activity up = increases beta-glucosidase activity in Gaucher fibroblasts. P04062. L444P Gaucher fibroblasts, 4-MU-glucoside fluorescence, 3 days. activation, % at 10 µM. 30,000 compounds, 0.44% hits. AID 784; in the data active = activation above about 65%;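 note: 0% = vehicle wells and 100% = positive control wells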
Target sequence (P04062 whole entry L483P): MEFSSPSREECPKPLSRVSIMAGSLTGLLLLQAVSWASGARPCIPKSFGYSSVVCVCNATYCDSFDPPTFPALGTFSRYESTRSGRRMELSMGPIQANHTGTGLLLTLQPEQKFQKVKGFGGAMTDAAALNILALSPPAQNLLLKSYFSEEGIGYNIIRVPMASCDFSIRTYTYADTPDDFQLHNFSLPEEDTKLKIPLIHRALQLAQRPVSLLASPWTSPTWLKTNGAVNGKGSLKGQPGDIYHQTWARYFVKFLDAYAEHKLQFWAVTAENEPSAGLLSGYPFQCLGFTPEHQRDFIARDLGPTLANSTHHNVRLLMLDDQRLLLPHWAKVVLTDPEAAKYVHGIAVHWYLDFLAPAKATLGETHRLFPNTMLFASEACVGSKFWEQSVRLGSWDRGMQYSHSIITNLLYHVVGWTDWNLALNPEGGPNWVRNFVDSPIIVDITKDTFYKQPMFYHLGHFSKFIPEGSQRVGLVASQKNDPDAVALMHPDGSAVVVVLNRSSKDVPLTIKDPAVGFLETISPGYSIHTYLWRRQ
Active calls of the source: *; & = joins results of further samples.

SMILES	GBA activity up
CCOC(=O)C(O)(c1ccc(N)c(OC)c1)C(F)(F)F (stereo not given)	9
O=C(c1cc(-c2cccnc2)nc2ccccc12)N1CCC2(CC1)OCCO2	-25
Cc1cc(NC(=O)CCC(=O)N2CCC3(CC2)OCCO3)no1	-14
CC[C@@H](CO)NC(=O)[C@@H]1C=C2c3cccc4c3c(cn4C)C[C@H]2N(C)C1	-20
CC(=O)Nc1ccc(OC(=O)N2CCCCC2)cc1	-11
CCSc1nnc([C@@H](N)Cc2c[nH]c3ccccc23)o1	-1
O/N=C1\CCC2CN(C3CCCCC3)CC2C1 (stereo not given)	-9
O=C(NCc1ccc(C(=O)N2CCC3(CC2)OCCO3)cc1)c1ccc2c(c1)OCO2	-12
CCCNC(=O)N1C2CCC1CC(O)(c1cccnc1)C2 (stereo not given)	-1
Nc1c(C(=O)OC2CCCCC2)c2nc3ccccc3nc2n1CC1CCCO1 (stereo not given)	16

Of the compounds above, two have four or more nitrogen atoms.
SMILES	GBA activity up
CCSc1nnc([C@@H](N)Cc2c[nH]c3ccccc23)o1	-1
Nc1c(C(=O)OC2CCCCC2)c2nc3ccccc3nc2n1CC1CCCO1 (stereo not given)	16

Further structures follow:
SMILES	GBA activity up
CCC(=O)OC1(c2cccc(C)c2)CC(C)N(C)CC1C (stereo not given)	-6
COC(=O)c1c(C)[nH]c(C(=O)C(Cc2ccccc2)N(C)C)c1C (stereo not given)	-14
CC(C(N)=O)N1CC(c2ccccc2)CC1=O (stereo not given)	10
Cc1cccc(NC2=NCCCS2)c1C	-7
CON(C)C(=O)Nc1ccc(Cl)cc1	-1
O=C(CN1CCCC1=O)N1CCOCC1	-23
CC(=NCc1ccc2c(c1)OCO2)c1c(O)n(C)c(=O)n(C)c1=O	-24
C(#CCN1CCOCC1)COC/C=C/c1ccccc1	-2
Cn1c(=O)cc(OCC(=O)N2CCN(Cc3ccc4c(c3)OCO4)CC2)c2ccccc21	-67
Cc1c2cnn(CC(=O)N3CCC4(CC3)OCCO4)c(=O)c2c(C)n1Cc1ccccc1F	-46
CN1C(=O)C(Cc2cccc3ccccc23)C(=O)N(C)C1=O	-5
CCOc1ccc2[nH]c(=O)c(CN(CCO)C3(c4nnnn4C4CCCCC4)CCCCC3)cc2c1	-10
O=P1(Nc2cccnc2)COc2ccccc2OC1	3
CCCSc1nc(O)c(CC)c(=O)n1C(C)CC (stereo not given)	2
CCOC(=O)C(O)(c1cn(C)c2ccccc12)C(F)(F)F (stereo not given)	26
CNCCc1c(C)n[nH]c1C	-8
Cc1n[nH]c(C)c1CCN	-11
COc1ccc(S(=O)(=O)Cc2ccc(C(=O)N3CCC4(CC3)OCCO4)o2)cc1	-7
O=P(CN1CCN(c2ccccc2)CC1)(N1CCCCC1)N1CCCCC1	-8
C=C1N2CCC(CC2)C1(O)c1ccccc1C (stereo not given)	-11
C[C@H]1CCC[C@H](O)CCCCCc2cc(O)cc(O)c2C(=O)O1	6
CN1CCC2(CC1)NC(=O)C1=C(CN(C)CC1)N2	-15
Fc1ccc2c(c1)nnn2C1CCN(Cc2nnnn2CCc2ccccc2)CC1	-12
Cc1c2cnn(CC(=O)N3CCC4(CC3)OCCO4)c(=O)c2c(C)n1Cc1ccc(F)cc1	-18
Cc1ccc(S(=O)(=O)N2CCCC(C(=O)N3CCC4(CC3)OCCO4)C2)cc1 (stereo not given)	-16
CC12CN3CC(C)(CN(C1)C3c1ccncc1)C2=O (stereo not given)	-6
C[N+]1(C)[C@@H]2CC[C@H]1CC(OC(=O)C(CO)c1ccccc1)C2 (stereo not given in full)	-51&-7
CCOC(=O)C1CCCCC12C(C#N)=C(N)Oc1n[nH]c(C)c12 (stereo not given)	-11
CCn1c(O)c(C=NCCc2c[nH]c3ccccc23)c(=O)[nH]c1=O	-1
O=C(c1cc2cc3ccc(Cl)cc3nc2o1)N1CCC2(CC1)OCCO2	-14
Cc1sc2c(c1C)C(c1cccs1)=NCC(=O)N2CC(=O)NCc1cccs1	-5
CCCCn1c(O)c(C(CC)=Nc2ccc(C(=O)O)cc2)c(=O)[nH]c1=O	4
Cn1c(=O)cc(SCC(=O)N2CCC3(CC2)OCCO3)c2ccc(Cl)cc21	26
COc1ccccc1OCCCn1cc(C(=O)c2ccco2)c2ccccc21	-8
Cc1ccc(C)c(CN2CCC(n3nnc4cc(F)ccc43)CC2)c1	-32
CC(=O)N1CC(=O)Nc2ccc(Cl)cc2C1c1ccc(F)cc1 (stereo not given)	-28
Cc1ccc(N2C(=O)CC(=O)NC2=O)cc1	15
Cc1cc(NC(=O)COC(=O)c2c(C)nn(Cc3ccccc3)c2Cl)no1	-29
O=C(O)C1CSC(c2cccnc2)N1 (stereo not given)	2
COC(=O)C(O)(c1ccc2c(c1)CCCN2)C(F)(F)F (stereo not given)	-7
CCCNS(=O)(=O)c1ccc(OCC(=O)N2CCN(Cc3ccc4c(c3)OCO4)CC2)cc1	-39
Cc1ccc2nsnc2c1-n1c(C)nc2ccccc2c1=O	-8
O=P1(Nc2ccc(F)cc2)COc2ccccc2OC1	5
O=C(Nc1cccc(OC(=O)N2CCCCC2)c1)N1CCCCC1	-6
CC(C)NS(=O)(=O)c1ccc(OCC(=O)N2CCN(Cc3ccccc3)CC2)cc1	-5
COc1cccc(CNC2CN3CCC2CC3)c1OC (stereo not given)	-8
CCC(=NC1CCN(Cc2ccccc2)CC1)c1c(O)[nH]c(=O)[nH]c1=O	-28
CCCCN1C(=O)NC(=O)C2(Cc3ccccc3N3CCOCC32)C1=O (stereo not given)	-4
O=c1[nH]c(=O)n(Cc2ccccc2)c(O)c1C=Nc1ccc(CN2CCOCC2)cc1	-7
Cc1nc2ccccc2c(=O)n1-c1cccc(O)c1	-10

Carrying on.
SMILES	GBA activity up
COC(=O)c1ccc(N2C(=O)CC(N3CCC(n4c(=O)[nH]c5ccccc54)CC3)C2=O)cc1 (stereo not given)	14
C=CCn1c(O)c(C(C)=NCCN2CCOCC2)c(=O)[nH]c1=O	-29
COc1ccc(C2NCc3ccc4c(c3-n3cccc32)OCO4)cc1O (stereo not given)	-83
O=C(c1ccc2c(c1)ncn2C1CCCCC1)N1CCC2(CC1)OCCO2	3
CC12CCCCC1=[N+]([O-])CN2O (stereo not given)	1
O=c1[nH]c(=O)n(CCC2=CCCCC2)c(O)c1C=NC1CCN(Cc2ccccc2)CC1	-6
COc1ccc(C2=NCC(=O)N(CC(=O)NCc3ccco3)c3sc4c(c32)CCCC4)cc1	-30
COc1ccc(C(=O)C(Cc2ccccc2)N(C)C)cc1 (stereo not given)	1
CC(=NCCCN1CCOCC1)c1c(O)n(Cc2ccccc2)c(=O)[nH]c1=O	-4
O=c1[nH]c(=O)n(Cc2ccc(F)cc2)c(O)c1C=NCCN1CCCCC1	5
Cc1nc2cc(C(F)(F)F)ccc2n1C1CCN(Cc2nnnn2Cc2ccc3c(c2)OCO3)CC1	-4
COc1cc(C2NCc3ccccc3-n3cccc32)ccc1O (stereo not given)	-8
CC1(C)CN=C(Nc2nc3ccccc3s2)S1	-37
Cc1ccc2nc(N3CCN(C)CC3)[nH]c2c1	22
COc1ccc(CN2CCN(C(=O)COc3cccc(C)c3)CC2)c(OC)c1	-12
Cc1ccc(C)c(NC2=NCCCS2)c1	-7
CC12CN3CCN(CC(C3)C1O)C2 (stereo not given)	-28
CC(=NCC1CCCO1)c1c(O)n(Cc2ccccc2)c(=O)[nH]c1=O (stereo not given)	-9
CN1CCC(O)(c2ccccc2)C2CCCC21 (stereo not given)	-3
CC1OC(NCCc2ccccc2)C(O)C(O)C1O (stereo not given)	-13
O=C(Cc1ccccc1)N1CCN(CC2CC=CCC2)CC1 (stereo not given)	-8
O=C1C2CCCN2C(c2cccnc2)N1c1ccc(Cl)c(Cl)c1 (stereo not given)	-65
CCC(=NCc1cccnc1)c1c(O)n(Cc2ccccc2)c(=O)[nH]c1=O	5
Clc1cccc(CN2CCCCC2c2cccnc2)c1 (stereo not given)	-16
Cc1ccc(CS(=O)(=O)Cc2ccc(C(=O)N3CCC4(CC3)OCCO4)o2)cc1	-33
Cc1cccnc1NC1=NCC(C)S1 (stereo not given)	-3
c1cncc(C2CC(c3cccs3)n3ncnc3N2)c1 (stereo not given)	-10
O=C1NC(=O)C2(Cc3ccccc3N3CCCC32)C(=O)N1c1ccc(Cl)cc1 (stereo not given)	-4
Cc1nc2cc(-c3ccc(Cl)cc3)nn2c(C)c1CCC(=O)N1CCC2(CC1)OCCO2	4
CCOC(=O)CN1C(=O)C2(C(C#N)=C(N)Oc3ccccc32)C(C(=O)OC)=C1C (stereo not given)	-43

In the list so far, these have a CF3 group:
SMILES	GBA activity up
CCOC(=O)C(O)(c1ccc(N)c(OC)c1)C(F)(F)F (stereo not given)	9
CCOC(=O)C(O)(c1cn(C)c2ccccc12)C(F)(F)F (stereo not given)	26
COC(=O)C(O)(c1ccc2c(c1)CCCN2)C(F)(F)F (stereo not given)	-7
Cc1nc2cc(C(F)(F)F)ccc2n1C1CCN(Cc2nnnn2Cc2ccc3c(c2)OCO3)CC1	-4

Copied from the list:
Value for COc1ccccc1OCCCn1cc(C(=O)c2ccco2)c2ccccc21 in GBA activity up: -8
Value for Cc1cc(NC(=O)COC(=O)c2c(C)nn(Cc3ccccc3)c2Cl)no1 in GBA activity up: -29
Value for Cc1nc2ccccc2c(=O)n1-c1cccc(O)c1 in GBA activity up: -10

More results:
SMILES	GBA activity up
COc1cc(CC2C(=O)N(C)C(=O)N(C)C2=O)ccc1OCc1ccccc1	-35
O=C(c1ccc(CS(=O)(=O)c2ccc(Br)cc2)o1)N1CCC2(CC1)OCCO2	-5
Cc1cccn2c(NCC3CCCO3)c(C(C)C)nc12 (stereo not given)	2
Cc1nc2ccccc2c(=O)n1-c1cccnc1	-10
c1ccc2[nH]c(CCNC3CCCCC3)nc2c1	-20
CC(C)C12CN3CCN(CC(C3)C1O)C2 (stereo not given)	0
CC(C(=O)N1CCC2(CC1)OCCO2)C1Sc2ccccc2NC1=O (stereo not given)	-7
Cc1cc(N2C(=O)C3CCCN3C2c2sccc2C)no1 (stereo not given)	-5
c1cncc(C2CCCCN2Cc2ccc3c(c2)OCO3)c1 (stereo not given)	0
CCC(=Nc1ccc(OC)cc1OC)c1c(O)n(C2CCCCC2)c(=O)[nH]c1=O	0
CCN(CC)CCCN=C(C)c1c(O)n(-c2ccccc2)c(=O)[nH]c1=O	-26
CCn1c(=O)cc(OCC(=O)N2CCN(Cc3ccc4c(c3)OCO4)CC2)c2ccccc21	-10
CCOc1ccc(Br)c(C2(O)CC(C)N(C)CC2C)c1 (stereo not given)	8
O=S(=O)(c1ccccc1)N1CN2CCN(C2)C1	-6
Fc1ccc2c(c1)nnn2C1CCN(Cc2nnnn2C2CCCCC2)CC1	-28
Cc1ccc(Cn2nnnc2CN2CCC(n3nnc4cc(C(F)(F)F)ccc43)CC2)cc1	-32
CCC(=NCC1CCCO1)c1c(O)n(-c2ccc(Cl)cc2)c(=O)[nH]c1=O (stereo not given)	-2
O=C(C1CCCN(c2nnc(-n3cccc3)s2)C1)N1CCC2(CC1)OCCO2 (stereo not given)	-25
Cc1ccc2c(c1)CC1(CN2C)C(=O)NC(=O)N(CCC2=CCCCC2)C1=O (stereo not given)	-7
N=C(N)c1c(O)n(C2CCCCC2)c(=O)n(C2CCCCC2)c1=O	-5

Compounds listed so far containing a thiophene ring, fused or not:
SMILES	GBA activity up
Cc1sc2c(c1C)C(c1cccs1)=NCC(=O)N2CC(=O)NCc1cccs1	-5
COc1ccc(C2=NCC(=O)N(CC(=O)NCc3ccco3)c3sc4c(c32)CCCC4)cc1	-30
c1cncc(C2CC(c3cccs3)n3ncnc3N2)c1 (stereo not given)	-10
Cc1cc(N2C(=O)C3CCCN3C2c2sccc2C)no1 (stereo not given)	-5

(cont.)
SMILES	GBA activity up
c1ccc2sc(C3CCCNC3)nc2c1 (stereo not given)	-29
CSc1ccc(CNC2CN3CCC2CC3)cc1 (stereo not given)	27
Cc1cccc(N2C(=O)CC(=O)NC2=O)c1	0
O=C(Nc1ccccc1)NC1CC2CCC(C1)N2 (stereo not given)	3
CN(C(=O)c1ccco1)C1(c2ccccc2Cl)CCCCC1=O (stereo not given)	-6
COc1ccc(OC)c(N2C(=O)NC(=O)C3(Cc4cc(C)ccc4N(C)C3)C2=O)c1 (stereo not given)	-12
Cc1ccc2c(c1)C1CN(C)CCC1N2C(=O)COc1ccc(S(=O)(=O)N2CCOCC2)cc1 (stereo not given)	-6
Cc1oc(-c2ccc(Cl)cc2)nc1CS(=O)CC(=O)N1CCC2(CC1)OCCO2 (stereo not given)	-11
CCCC(C)C1(CC)C(=O)NC(=Nc2ccc(F)cc2)NC1=O (stereo not given)	-25
CCC(=NC1CC1)c1c(O)n(-c2ccc(OC)cc2)c(=O)[nH]c1=O	-22
O=C(Cn1ncc2c3ccccc3n(Cc3ccccc3)c2c1=O)N1CCC2(CC1)OCCO2	-5
COc1cccc(C2=NOC(C(=O)N3CCC4(CC3)OCCO4)C2)c1 (stereo not given)	0
Cc1nn(Cc2ccccc2)c(C)c1C(=O)OCC(=O)Nc1ccccc1SCC#N	14
COc1cc2c(C(=O)N3CCN(C)CC3)c(C)n(C)c2cc1Br	8
CCOC(=O)c1cccc([P+](=O)O)c1	-1

This is a subset; the hit share may differ from the screen's.
